# Screening results: PubChem BioAssay, National Center for Advancing Translational Sciences (NCATS)
# ERK EGF block = EGF-driven ERK pathway inhibition. HEK293-V1b, EGF-stimulated phospho-ERK AlphaScreen. Potency, µM (doses to about 11.5 µM), for the others: top-dose activity change, negative = inhibition, most hits filed as inhibitors. 0.41% of 130,000 active. AID 1454; active means well fitted inhibition curve with a large enough effect; inconclusive means small, poorly fitted or top-dose-only effect, or effect the other way;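 further: plate controls were stimulated vehicle wells for no effect and unstimulated vehicle basal for full effect; nearly all actives have a fitted effect of over 55% in size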
#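 EGF-stimulated (25 nM, 5 min) phospho-ERK in HEK293 cells stably expressing V1b, cells pretreated 30 min with compound at 37C. Homogeneous AlphaScreen read on lysates.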
# Active calls of the source: *; u = inconclusive; [ ] = another dose, or the depositor's remark. Potency means the concentration at half of the fitted maximal effect.
entry | ERK EGF block | Compound
1 | 11% | Cc1nc2ccccn2c1C(=O)NC1CCCC1
2 | 6% | CC(C)CC(c1nnnn1Cc1ccccc1)N1CCC(C(N)=O)CC1 (centres undefined)
3 | 3% | O=C(Nc1ccc(F)cc1)c1c(Cl)nc2ccccn12
4 | 2% | CC(C)c1ccccc1NS(C)(=O)=O
5 | 7%[57.5 µM] | O=C(Nc1ccccc1)N1CCCN(c2nccc(C(F)(F)F)n2)CC1
6 | 6% | COc1ccc(OC2OC3COC(c4ccco4)OC3C(O)C2NC(C)=O)cc1 (centres undefined)
7 | 0% | COc1ccccc1OCCC(=O)OCC(=O)Nc1cccc(Br)c1
8 | -5% | Cc1c(NC(=O)C(C)OC(=O)CCC2CCCC2)c(=O)n(-c2ccccc2)n1C (centres undefined)
9 | -8% | Cc1cc(C(=O)Cn2nnc(-c3ccc(Cl)cc3)n2)c(C)n1-c1ccccc1
10 | -7% | CC(C)(O)[C@@H]1Cc2c(ccc3ccc(=O)oc23)O1
11 | u | COC(=O)c1ccc(CSc2ccccc2C)o1
12 | 6% | COC(CC(=O)NNC(=S)Nc1ccccc1)OC
13 | 2% | CN(C(=O)COC(=O)c1ccc2[nH]c3c(c2c1)CCCC3)C1CCS(=O)(=O)C1 (centres undefined)
14 | 6% | COc1ccc(N2CCN(C(=O)C3Cc4ccccc4CN3C(=O)c3ccccc3)CC2)cc1 (centres undefined)
15 | -5% | CCN(CC)CCn1c(-c2ccccc2)nc2c(N3CCOCC3)nc(C)nc21
16 | 2% | Nc1nc(CSc2nc3ccccc3s2)nc(Nc2ccccc2)n1
17 | 1% | Cc1ccc(S(=O)(=O)NN2C(=O)c3ccccc3NC2C)cc1 (centres undefined)
18 | 0% | O=c1c2c(nc3nc(NCc4ccccc4Cl)[nH]n13)CCC2
19 | 1% | O=C(O)C1CCNCC1
20 | -2% | Cc1ccc(Cn2ccsc2=NC(=O)CCl)cc1
21 | -2% | CCOC(=O)N1CCC(N2CCN(C3CCCC3)C(CCO)C2)CC1 (centres undefined)
22 | -5% | Cc1c(C(=O)C(=O)NCCc2ccc(S(N)(=O)=O)cc2)c2ccccc2n1C
23 | u | Cc1ccc(Cn2c(O)c(N=NC(=S)Nc3ccccc3F)c3ccccc32)cc1
24 | -10% | Cc1csc(Nc2ccc(Cl)cc2)n1
25 | 2% | O=C(Cc1ccc2c(c1)OCCO2)N1CCN(S(=O)(=O)c2cccc(C(F)(F)F)c2)CC1
26 | 12% | CCCCCCc1cc2cc(S(=O)(=O)c3ccc(F)c(Cl)c3)c(=O)oc2cc1O
27 | 7% | CC(=O)CC(c1ccccc1)c1c(O)c2ccccc2oc1=O (centres undefined)
28 | 12% | Cc1cc(NN)nc(NS(=O)(=O)c2ccc(Cl)cc2)n1
29 | 2% | Cc1ccc2c(c1)NCC(C(=O)NCc1ccccc1)O2 (centres undefined)
30 | 2%[57.5 µM] | COc1cccc(Cl)c1NC(=O)N1CCc2c([nH]c3ccccc23)C1C(F)(F)F (centres undefined)
31 | -2% | Cc1nnn(-c2nonc2N)c1C(=O)N/N=C/c1cccc2ccccc12
32 | 18% | CCOC(=O)/C(C#N)=N\Nc1ccc(S(=O)(=O)Nc2nc(C)cc(C)n2)cc1
33 | -9%[57.5 µM] | O=C1CCN(Cc2ccccc2)C(=O)N1c1ccccc1
34 | -4% | Cc1nc(-c2ccncc2)sc1C(=O)Nc1ccc(Br)cc1
35 | -4% | CC(=O)NC1=NN(C(C)=O)C(C)(c2ccc(Cl)s2)S1 (centres undefined)
36 | -7% | COc1ccc(N(CC(=O)Nc2cc(C)ccc2C)S(=O)(=O)c2c(C)nn(C)c2C)cc1
37 | 1% | O=C(Cn1nnc(-c2ccccc2)n1)NNC(=O)c1ccc(Br)cc1
38 | 8% | O=C(CCC(=O)c1ccc(Oc2ccccc2)cc1)Nc1cccc(Cl)c1
39 | 5% | O=C(c1ccc(F)cc1)N1CCOCC1
40 | 0% | CN(c1ccccc1)S(=O)(=O)c1cccc(NC(=O)CSc2ncc(C(F)(F)F)cc2Cl)c1
41 | -8% | COc1ccc(/C=C/C(O)=C(\C#N)c2nnc(N3CCOCC3)n2-c2ccccc2)cc1OC
42 | 0%[57.5 µM] | Cc1ccc(OCCC(=O)O)cc1
43 | -4% | O=C(N/N=C1/CCSC1)c1cccc([N+](=O)[O-])c1
44 | -7%[57.5 µM] | COc1ccccc1N1CC(C)(C)C(=O)N(C(=O)c2c(F)cccc2Cl)C1=S
45 | 27% | CC(NC(=O)C(=S)N1CCN(C)CC1)c1ccccc1 (centres undefined)
46 | 2% | CC(=O)Nc1ccccc1C(=O)C(=O)Nc1cccc(C(=O)N2CC(C)CC(C)C2)c1 (centres undefined)
47 | 7% | Cc1ccc(C(=O)Nc2cc(C(C)C)c(O)c(C(C)C)c2)cc1
48 | -2% | CC(=O)C1=C(O)C(=O)N(c2ccc(C)cc2)C1c1ccc([N+](=O)[O-])cc1 (centres undefined)
49 | 5% | Cc1ccc(/C=N/Nc2ccc(Cl)c(C(=O)O)c2)s1
50 | 1% | CC1CCCCC1NC(=O)Cn1nnc2ccccc2c1=O (centres undefined)
51 | 8% | O=C(c1cccc(F)c1)N1CCC2(CC1)CCN(c1cccc(-c3ccccc3)c1)CC2
52 | 4% | CCC1(CC)N=C(c2ccccc2)C(=S)N1
53 | 5% | COC(=O)c1c(NC(=O)c2nn(C)cc2Cl)sc2c1CCCC2
54 | -10% | Nc1ccc(N(CCO)CCO)cc1
55 | -33%[57.5 µM] | CCO[C@H]1OC(C(=O)N2CCN(Cc3ccc4c(c3)OCO4)CC2)=C[C@@H](c2ccc(Br)cc2)[C@@H]1CCCO
56 | -1% | N/C(=N\NC(=O)c1ccccc1)c1cc2ccccc2oc1=O
57 | 4% | CCOC(=O)c1sc(NC(=O)c2ccc(S(=O)(=O)N3CCCCCC3)cc2)nc1-c1ccccc1
58 | -4% | COc1ccc(CN2C(=O)CC(Cc3ccc(C)cc3)C2=O)cc1OC (centres undefined)
59 | -4%[57.5 µM] | O=C1NCCCC1C(=O)N/N=C/c1ccccc1[N+](=O)[O-] (centres undefined)
60 | -5% | Oc1ccccc1C=NC1CCCCC1N=Cc1ccccc1O (centres undefined)

# Other compounds follow:
entry | ERK EGF block | Compound
61 | 1% | O=C(CSc1nnc(SCc2ccccc2)s1)N/N=C/c1ccc(Cl)cc1Cl
62 | 10%[57.5 µM] | C=CCn1c(SCC(=O)Nc2ccc(C(=O)O)cc2)nnc1-c1cccnc1
63 | 1% | CNc1oc(-c2ccccc2Cl)nc1P(=O)(c1ccccc1)c1ccccc1
64 | 2% | C#CC(CC)(CC)NC(=O)Nc1ccccc1C(=O)OC
65 | 2%[57.5 µM] | COc1ccc(-c2c(C(F)(F)F)nn(C)c2NC(=O)c2cccnc2)cc1
66 | 3% | CCCCCCCC1(C)NC(=O)N(CC(=O)Nc2cc(C)on2)C1=O (centres undefined)
67 | -3% | CC1=C(C(=O)N2CCOCC2)C(c2ccc(Br)cc2)NC(=S)N1c1ccccc1 (centres undefined)
68 | -12% | O=C1Nc2ccccc2OCc2c1cccc2[N+](=O)[O-]
69 | -6%[57.5 µM] | C#CCOCCOCCOCCNc1nc(N2CCN(C(=O)[C@H]([C@@H](C)CC)n3cc([C@@H](N)CO)nn3)CC2)nc(N2CCN(C(=O)[C@H]([C@@H](C)CC)n3cc([C@@H](N)Cc4ccc(O)cc4)nn3)CC2)n1
70 | -4% | CC(=O)NC(Cc1ccc(O)cc1)C(=O)NN (centres undefined)
71 | 14% | COC(=O)N1CC=CC1(C)C(=O)O (centres undefined)
72 | -4% | Cc1ccccc1C(=O)N1CCN(c2ccc(NC(=S)NC(=O)c3cccs3)cc2)CC1
73 | -3% | CN(C(=O)CS(=O)(=O)c1cn(CC(=O)N2CCOCC2)c2ccccc12)c1ccccc1
74 | -5% | COc1ccc(CN2CCC(CO)(Cc3ccccc3C(F)(F)F)CC2)c(F)c1
75 | -2% | CC(C)COC(=O)/C(C#N)=C/c1c[nH]c2ccccc12
76 | -12%[57.5 µM] | O=C1C(Nc2ccccc2)=CC(c2ccc(O)cc2)N1c1ccccc1 (centres undefined)
77 | 6% | COc1ccccc1N=Cc1nc(-c2ccccc2)oc1OC(C)=O
78 | 4% | CC(O)CNc1nc2sc3c(c2c(=O)n1CCc1ccccc1)CCCCC3 (centres undefined)
79 | 14%[57.5 µM] | COc1cc(-c2cc(C(=O)Nc3ccc(S(=O)(=O)Nc4ncccn4)cc3)c3ccccc3n2)cc(OC)c1OC
80 | u | COc1cccc(C(=O)Nc2ccc3nc(N4CCN(c5ncccn5)CC4)cc(C)c3c2)c1OC
81 | 3% | Cc1ccc(CN2CCN(Cc3cnn(-c4ccc(F)cc4)c3)CC2CCO)o1 (centres undefined)
82 | -4% | CCOC(=O)c1c(-c2cccc([N+](=O)[O-])c2)cn2ccccc12
83 | 1% | O=C1c2oc3ccc(F)cc3c(=O)c2C(c2cccc(O)c2)N1CCCN1CCOCC1 (centres undefined)
84 | 4%[57.5 µM] | Cc1ccc(CN2CCN(Cc3ccc(-n4cccn4)cc3C)CC2CCO)cc1 (centres undefined)
85 | 5% | N/C(=N\OC(=O)/C=C/c1ccccc1Cl)c1ccccn1
86 | 0% | CCCCCCCCCCCCCCCCCCc1ccc(C(=O)/C=C\C(=O)O)cc1
87 | -3% | COc1ccc2oc(=O)c(C(=O)OCC(=O)c3ccc([N+](=O)[O-])cc3)cc2c1
88 | 4% | CCc1ccc(/C=C2/C(=O)N(c3ccccc3)C(=S)N2CC(=O)OC)s1
89 | 4% | O=C(O)CNC(=O)CC1S/C(=N/N=C2/NC(=O)CS2)NC1=O (centres undefined)
90 | 7% | O=C(N/N=C/c1cc(Cl)ccc1O)C(=O)Nc1ccccc1OC(F)(F)C(F)F
91 | -5% | CNS(=O)(=O)c1ccc(NC(=O)c2ccoc2C)cc1
92 | -6% | CC(C)(C)c1ccc(C(=O)Nc2sc3c(c2C(=O)O)CCC3)cc1
93 | -3%[57.5 µM] | CC(NC(=O)c1ccc2c(c1)OCO2)C(c1cccs1)N1CCN(c2ccccc2)CC1 (centres undefined)
94 | -1% | COc1ccccc1N/N=C(\C#N)C(=N)N1CCOCC1
95 | 8% | CCCn1c(N)c(NCCN2CCOCC2)c(=O)[nH]c1=O
96 | 4%[57.5 µM] | COc1ccccc1CNC(=O)C1=CCN(S(=O)(=O)c2ccc(C)cc2)CC1
97 | 3% | Cc1cc(=O)[nH]c(N/N=C/c2ccc(OC(=O)c3ccco3)cc2)n1
98 | 3% | COc1ccc(-c2cc(C(=O)Nc3ccccc3F)on2)cc1
99 | 5% | CCOC(=O)C1=C(C)N(C)C(=S)NC1c1ccccc1 (centres undefined)
100 | -4% | O=C(COC(=O)C1CC2C=CC1C2)NCCc1ccccc1 (centres undefined)
101 | 18µM* | O=C(CN1CCc2ccccc21)NN1CC(=O)N(c2ccc(Cl)cc2)CC1=O
102 | -10%[57.5 µM] | CCCCCc1cc(=O)oc2c(C(CCN3CCCC3)c3cc(OC)c(OC)c(OC)c3)c(OC)cc(OC)c12 (centres undefined)
103 | -6% | COP(=O)(CC(=O)c1ccccc1)CC(=O)c1ccccc1
104 | 8% | CCOC(=O)C1=C(C)N(c2ccccc2)C(=O)C1
105 | 7% | Cc1ccc(CNc2ccc(N3C(=O)CCCC3=O)cc2[N+](=O)[O-])cc1
106 | -15% | COC(=O)c1c(NC(=O)CSc2nc3nc(C)cc(C)n3n2)sc(C)c1C
107 | 3% | CCOC(=O)C(C)N1C(=O)S/C(=C/c2ccc3c(c2)n(C)c(=O)n3C)C1=O (centres undefined)
108 | 2% | CCOc1ccc(-n2nc3c(Cl)nnc(C)c3c2C)cc1
109 | 8% | Cn1cc(SCC(=O)NCCc2ccccc2)c2ccccc21
110 | 2%[57.5 µM] | N#Cc1cc(-c2ccccc2)nc(NN)n1
111 | -9%[57.5 µM] | COC(=O)/C=C1\N/C(=N\c2nc(C)cc(C)n2)N(c2ccccc2)C1=O
112 | 6% | C/C(=N\NC(=S)NCc1ccccc1)c1ccc2c(c1)OCCO2
113 | 3% | COc1ccc(/C=C/c2cc[n+](C(=O)Cc3ccccc3)cc2)cc1
114 | 0% | Nc1ccc(S(=O)(=O)NC2=NCCCCC2)cc1N
115 | 3% | CCc1nnc(NC(=O)c2ccc3nc(CC)c(CC)nc3c2)s1
116 | -7% | COc1ccc(-c2nnc(SCC(=O)c3cccs3)n2-c2ccc(Cl)cc2)cc1
117 | 8% | COC(=O)c1c(C)[nH]c(C(=O)/C=C/c2cccc(Cl)c2)c1C
118 | -7%[57.5 µM] | COC(=O)c1c(NC(=O)C(Cl)Cl)sc2c1C(C(=O)OC)CC2 (centres undefined)
119 | u | CCOc1ccc(C2=NNC(c3cccs3)=Nc3ccc(OC)cc32)cc1OCC
120 | 8% | N#CCSc1nnc(-c2sc3ccccc3c2Cl)o1
121 | -8% | Cc1cc(N2CCOCC2)n2nc(-c3cccc(F)c3)cc2n1

# An excerpt; rates above refer to the full screens.
